From PubChem
TRPM1 prom inh: MITF TRPM1 promoter inhibition in SK-MEL-5 cells; AID 488899; inhibition, % at 12.5 µM; 0.83% of 330,000 active; SK-MEL-5 TRPM1 promoter luciferase, 24 h;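 active = mean inhibition across replicates of 60% or more, whatever share of single replicates reaches that level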; also: values of inactives mirror those of a sister screen read the other way
Shn3 inh set2: Schnurri-3 reporter inhibition in Clone20 osteoblasts | inhibition, % at 12.5 µM | 0.52% of 360,000 active | Clone20 osteoblast Shn3 3'UTR firefly luciferase, 24 h;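 active = mean inhibition of at least 75% with every replicate also reaching 75%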;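 also: 0% = median of neutral control wells and 100% = pilot-screen positive control compound; some compounds past the cut are filed as inactive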
HIF-2a block: HIF-2a inhibition; 786-0 RCC cells HIF-2a reporter, luciferase luminescence, overnight; inhibition, % at 18.8 µM; 0.72% of 360,000 active; AID 624352;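 active = inhibition of the luminescence signal of 40% or more relative to plate controls, in a single-dose primary screen at 18.75 µM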
KKLEB tox: reduces viability of KKLEB cystic fibrosis airway cells; KKLEB CF airway cells viability, ATPlite luminescence, overnight; active compounds read low; cells stimulated with P. aeruginosa culture filtrate; activity change (cytotoxicity), % at 5 µM; 0.36% of 360,000 active; AID 602141;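 active = corrected activity change at or below -50% at 5 µM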
CF NFkB inh: cystic fibrosis NF-kB activation inhibition. inhibition, % at 5 µM. KKLEB NF-kB-GFP reporter, PAF-induced, GFP fluorescence overnight. 0.86% of 360,000 active. AID 588850;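 active = at least 50% inhibition at 5 µM, scaled per plate between neutral and stimulator controls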;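 also: PAF is a Pseudomonas aeruginosa culture filtrate used as stimulus; plate controls were PAF-stimulated DMSO wells for no effect and unstimulated DMSO wells for full effect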
NR2E3 ag-1: NR2E3 (human) agonism. Q9Y5X4. 0.12% of 320,000 active. GST-NR2E3/biotin-RetCOR TR-FRET, 1536-well. inhibition of corepressor binding, % at 4.78 µM. AID 2300;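 active = percent inhibition above the cutoff of mean plus 3 SD of all tested compounds, set per screening campaign, cut at about 20% in these data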;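 also: 0% = DMSO wells and 100% = biotin wells as full block of FRET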
Target sequence (Q9Y5X4 whole entry, looked up): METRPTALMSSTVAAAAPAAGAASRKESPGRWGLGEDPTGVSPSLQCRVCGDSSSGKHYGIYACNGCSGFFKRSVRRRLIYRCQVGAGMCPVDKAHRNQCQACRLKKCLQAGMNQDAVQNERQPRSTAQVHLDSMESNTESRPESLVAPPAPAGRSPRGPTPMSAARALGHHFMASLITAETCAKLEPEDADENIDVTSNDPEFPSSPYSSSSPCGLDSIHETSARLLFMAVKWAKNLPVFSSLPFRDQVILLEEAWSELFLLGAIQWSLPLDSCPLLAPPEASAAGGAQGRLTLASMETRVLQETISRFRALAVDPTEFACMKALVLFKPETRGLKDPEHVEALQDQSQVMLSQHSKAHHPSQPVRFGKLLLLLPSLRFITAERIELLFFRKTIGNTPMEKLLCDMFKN
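System: GST-tagged NR2E3 plus biotinylated RetCOR corepressor; Amount: 1.35 nM GST-tagged NR2E3 final; Dosing: single nominal compound dose of 4.8 µM; Schedule: 5 h incubation at 4 °C; Technique: TR-FRET with europium anti-GST and streptavidin-D2, 340 nm excitation; Controls: biotin wells as high control, 0.6% DMSO wells as low control.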
Peg3 prom inh: inhibitors of Peg3 promoter | inhibition, % at 20 µM | HeLa PEG-Prom luciferase reporter, luminescence, overnight | 1.7% of 360,000 active;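 active = inhibition of at least 50% at 20 µM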
NR2E3 ag-2: activates human NR2E3 receptor; inhibition of corepressor binding, % at 3.98 µM; Q9Y5X4; CHO-S Gal4-NCOR/VP16-NR2E3 two-hybrid, luciferase; AID 602229; 0.35% of 360,000 active;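 active = inhibition above the mean of all tested compounds plus 3 SD, cut at about 70% in these data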;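 also: 0% = DMSO with NR2E3 transfected cells and 100% = cells lacking NR2E3 construct; higher means lower luciferase signal from less NR2E3 corepressor binding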
C8 TRAIL sens: caspase-8 TRAIL sensitization | NB7+C8 cells + TRAIL, ATPlite viability luminescence | inhibition (viability loss, TRAIL sensitization), % at 10 µM | 1% of 360,000 active;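 active = compounds causing at least 50% loss of cell viability in the single-dose screen, relative to plate controls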
TROY NFkB inh: TROY signaling inhibition; Q293 LMP1-TROYcd NF-kB luciferase reporter, 4 h; inhibition, % at 10 µM; 0.98% of 360,000 active; AID 1347056;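 active = compounds whose plate-normalised and pattern-corrected inhibition of the luciferase reporter signal at the single screening dose is 50% or more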
TWEAK Fn14 block: inhibitors of TWEAK-Fn14 interaction signaling; TWEAK-stimulated Fn14 reporter cells, luciferase luminescence, 8 h; inhibition, % at 10 µM; 2% of 360,000 active; AID 1159606; in the data active = inhibition above about 50%
An asterisk follows results filed as active; · = not tested or not shown; & = joins results of further samples.

mol	TRPM1 prom inh	Shn3 inh set2	HIF-2a block	KKLEB tox	CF NFkB inh	NR2E3 ag-1	Peg3 prom inh	NR2E3 ag-2	C8 TRAIL sens	TROY NFkB inh	TWEAK Fn14 block
COC(=O)c1ccc(C2NC(C(=O)O)CS2)cc1 (stereo not drawn)	-3	-16	-17	-3	11	2	0	-17	-7	-20	2
Cc1ccc(S(=O)(=O)N(C)CC(=O)N2CCCC2)cc1	3	13	18	2	7	-1	13	-8	-11	-8	2
CCn1c(SCC(=O)Nc2cc(S(=O)(=O)N3CCOCC3)ccc2OC)nnc1-c1ccncc1	-1	21	9	4	0	1	-2	-17	0	3	-14
Cc1cc(-n2c(C)cc(C(=O)CSc3ccccn3)c2C)no1	-100	-58	-212	3	-22	·	-260	-84	18	-38	-19
CC1(C)NC(=O)N(CCC(=O)Nc2ccc(C(C)(C)C)cc2)C1=O	·	4	4	14	0	·	4	-11	13	-11	13
Cc1cc(SCC(=O)N2CCCC2)nc2ccccc12	9	-13	-8	-5	2	0	1	-8	-7	1	14
CCC(C)NC(=O)C1(NC(=O)Nc2ccccc2)CCCCC1 (stereo not drawn)	7	-1	12	-12	5	4	2	-10	-2	19	1
CN(C)c1ccc(C(=O)c2ccccc2C(=O)O)cc1[N+](=O)[O-]	3	-38	10	2	8	7	7	17	0	-7	11
CCOc1ccc(C(=O)NNC2CC(=O)N(Cc3ccc(Cl)cc3)C2=O)cc1OC (stereo not drawn)	-2	22	13	6	2	1	26	0	2	16	-6
Cc1[nH]c2ccc(F)cc2c1CCN(Cc1ccco1)C(=S)NC(C)(C)C	-6	-2	9	-3	3	-1	10	-18	0	8	0
CN1CCN(C(=O)CN(C2CCCCC2)S(=O)(=O)c2ccc(Br)cc2)CC1	-13	6	12	-6	-10	0	-8	11	6	-8	8
Cc1ccsc1/C=N/NC(=O)Cc1cc(=O)[nH][nH]1	-12	-26	-13	2	10	-3	-17	-27	4	-74	-2
COc1ccc(SC2=C[C@@]3(O)CC[C@@H](O)[C@@](Sc4ccc(OC)cc4)(C2=O)[C@H]3O)cc1	·	·	24	·	·	·	·	4	-16	8	25
CCCNc1c(NS(=O)(=O)c2ccc(Cl)s2)c(=O)oc2ccccc12	5	5	5	-6	-2	2	15	13	1	15	10
COc1ccc(/C=N/NC(=O)c2ccccc2O)cc1Cn1cc(Cl)cn1	9	-9	-11	2	3	4	6	-18	4	-21	-16
CCS(=O)CC(=O)Nc1c(-c2ccccc2)oc2ccccc2c1=O (stereo not drawn)	·	1	3	0	7	6	5	-44	-20	-7	2
CCOC(=O)C(NC(=O)CC)(Nc1sc2c(c1C(=O)OC)CCN(C)C2)C(F)(F)F (stereo not drawn)	6	-6	7	-1	-6	2	2	-5	-13	4	6
CCc1ccc(Nc2nc(N3CCOCC3)nc(N3CCOCC3)n2)cc1	-73	51	9	-4	-4	3	22	-5	2	4	-22
CCOc1ccc(C(O)Cn2c(=N)n(CCN3CCCCC3)c3ccccc32)cc1 (stereo not drawn)	-9	51	-10	-12	16	0	9	-35	18	8	1
CCS(=O)(=O)c1ccc(C(=O)Nc2cccc(Cl)c2)c(Cl)c1Cl	-6	6	-19	6	-30	2	-6	31	-1	-23	7

Structures above containing four or more nitrogen atoms, in the order listed:
mol	TRPM1 prom inh	Shn3 inh set2	HIF-2a block	KKLEB tox	CF NFkB inh	NR2E3 ag-1	Peg3 prom inh	NR2E3 ag-2	C8 TRAIL sens	TROY NFkB inh	TWEAK Fn14 block
CCn1c(SCC(=O)Nc2cc(S(=O)(=O)N3CCOCC3)ccc2OC)nnc1-c1ccncc1	-1	21	9	4	0	1	-2	-17	0	3	-14
Cc1ccsc1/C=N/NC(=O)Cc1cc(=O)[nH][nH]1	-12	-26	-13	2	10	-3	-17	-27	4	-74	-2
COc1ccc(/C=N/NC(=O)c2ccccc2O)cc1Cn1cc(Cl)cn1	9	-9	-11	2	3	4	6	-18	4	-21	-16
CCc1ccc(Nc2nc(N3CCOCC3)nc(N3CCOCC3)n2)cc1	-73	51	9	-4	-4	3	22	-5	2	4	-22
CCOc1ccc(C(O)Cn2c(=N)n(CCN3CCCCC3)c3ccccc32)cc1 (stereo not drawn)	-9	51	-10	-12	16	0	9	-35	18	8	1

Carrying on.
mol	TRPM1 prom inh	Shn3 inh set2	HIF-2a block	KKLEB tox	CF NFkB inh	NR2E3 ag-1	Peg3 prom inh	NR2E3 ag-2	C8 TRAIL sens	TROY NFkB inh	TWEAK Fn14 block
Cc1ccc(C(=O)N[C@H](C(=O)Nc2cc(Cl)cc(Cl)c2)C(C)C)cc1	15	-11	8	13	13	2	11	-10	-4	15	-15
COCCN(CC(=O)NC1CCCCC1)C(=O)CSc1nc2ccccc2o1	2	10	24	15	-14	3	8	-3	25	3	7
Cc1cc(NC(=O)CSCc2ccccc2)no1	-23	-12	4	-27	10	3	-6	4	-2	-2	0
O=C(NCC1CCCN1S(=O)(=O)c1cccs1)c1ccc([N+](=O)[O-])cc1 (stereo not drawn)	-11	4	-4	-7	-12	0	2	-6	8	4	8
CC(C)CC1c2[nH]c3ccccc3c2CCN1CCCn1cccn1 (stereo not drawn)	14	17	-7	0	-1	2	11	-11	25	-8	-3
CN(C)Cc1c(C(=O)N/N=C/c2cccs2)nnn1-c1nonc1N	0	5	-4	2	-11	1	-14	18	8	-3	27
Fc1ccc(Nc2nc(-c3cccnc3)cs2)cc1	-68	-90	-294	-7	24	4	-218	-152	6	-32	-8
COC(=O)C1CN(C(=O)COc2ccc(C)c(C)c2)c2ccccc2O1 (stereo not drawn)	-13	2	-10	2	-6	-1	10	-13	6	2	9
Cc1ccc2nc(-c3cccc(SC4CCCCC4)c3)c(NCc3ccccc3)n2c1	0	82	-45&-35	-9	39	·	67*	15&-3	23&23	-18&-15	17&8
CCOC(=O)N1CCN(c2c(NCC3CCN(Cc4cccc(C)c4)CC3)c(=O)c2=O)CC1	10	-14	-1	-5	2	6	-15	-20	-12	10	-3
CCCCCC1C(=O)CCC1CC(=O)OC (stereo not drawn)	-2	7	-5	-5	12	·	2	-21	-12	-18	-26
CCCCN1CC(=O)N2[C@H](c3ccc(Cl)cc3)[C@@H]3C(=O)N(CC)C(=O)[C@@H]3[C@]2(C)C1=O	6	-55	15	-8	-2	-2	-8	-19	7	-8	-3
CC(C)OCCCN(C)C1CCN(S(=O)(=O)c2csc(C(N)=O)c2)CC1	-1	-2	15	0	-14	-5	0	-12	-18	-5	-22
Cc1cc(N2CCOCC2)ncc1[N+](=O)[O-]	9	10	8	12	-10	-1	10	-10	14	2	-11
Cn1c(SCC(=O)Nc2sccc2C(N)=O)nc2ccccc2c1=O	10	21	14	-6	0	·	27	13	6	8	33
Cc1ccc(O)c(C2=Nc3ccccc3C2(C)C)c1	-104	-86	-194	-10	7	3	-191	-64	-5	-47	-14
CCc1ccc2[nH]c(=O)c(C3C(C#N)=C(N)Oc4c3ccc3cccnc43)cc2c1 (stereo not drawn)	17	67	18	24	-69	4	44	-16	16	-15	5
COc1ccccc1N1CCN(C(=O)c2cc(-c3ccc(F)cc3)on2)CC1	-3	1	-6	-3	12	3	7	-26	-1	-14	25
Cc1occc1C(=O)N1CCCC(N2CCN(c3cccc(Cl)c3)CC2)C1 (stereo not drawn)	-10	0	-31	-12	18	2	4	-4	10	3	20
CCc1noc(N)c1C(=O)Nc1ccc(F)c(Cl)c1	-12	-4	9	-1	-8	3	-8	5	3	-3	-18

Compounds listed so far containing a COOH group, in the order listed:
mol	TRPM1 prom inh	Shn3 inh set2	HIF-2a block	KKLEB tox	CF NFkB inh	NR2E3 ag-1	Peg3 prom inh	NR2E3 ag-2	C8 TRAIL sens	TROY NFkB inh	TWEAK Fn14 block
COC(=O)c1ccc(C2NC(C(=O)O)CS2)cc1 (stereo not drawn)	-3	-16	-17	-3	11	2	0	-17	-7	-20	2
CN(C)c1ccc(C(=O)c2ccccc2C(=O)O)cc1[N+](=O)[O-]	3	-38	10	2	8	7	7	17	0	-7	11

Next structures
mol	TRPM1 prom inh	Shn3 inh set2	HIF-2a block	KKLEB tox	CF NFkB inh	NR2E3 ag-1	Peg3 prom inh	NR2E3 ag-2	C8 TRAIL sens	TROY NFkB inh	TWEAK Fn14 block
Cc1cc(OCC(=O)Nc2ccncc2)ccc1Cl	3	59	-26	15	-8	-2	-10	-5	-3	17	17
Cc1noc(C)c1S(=O)(=O)N(C)C[C@H]1OCCCC[C@H](C)Oc2ccc(NC(=O)CCCN(C)C)cc2C(=O)N([C@H](C)CO)C[C@@H]1C	·	-19	3	3	2	·	-22	-28	-5	-13	10
Cc1ccc2nc(-c3ccncc3)cc(C(=O)N3CCOCC3)c2c1	4	-26	-5	-18	6	6	-1	-3	2	13	-8
COc1ccc(-n2nnnc2Sc2ccc(S(=O)(=O)N3CCOCC3)cn2)cc1	-14	-12	10	7	-4	0	11	11	1	2	6
CC1CCN(C(=O)C2CCCN(S(=O)(=O)c3ccc4c(c3)CC(C)N4C(=O)C3CC3)C2)CC1 (stereo not drawn)	3	9	0	-16	9	4	-7	-29	13	5	-6
Cc1ccc(C)c(NS(=O)(=O)c2ccc(OCC(=O)NCC3CCCO3)cc2)c1 (stereo not drawn)	2	9	15	-5	-4	-6	10	-12	-9	-1	-3
O=C(NCCN1CCOCC1)c1ccc(NC(=O)c2ccc(Br)o2)cc1	·	·	1	·	·	·	·	-16	13	-4	8
Cc1ccccc1SCc1noc(C(=O)NC(C)C)c1C(=O)O	2	-15	10	2	-7	2	8	21	-10	7	4
CCOc1ccccc1NC(=O)COc1coc(CN2CCc3ccccc32)cc1=O	4	-9	4	1	-7	2	28	4	-5	-8	17
COc1ccc(-c2cc(C(=O)N3CCc4ccccc4C3)no2)cc1	-6	13	-71	3	-16	3	-35	-51	0	-47	-21

Records above printed as active in Peg3 prom inh.
Compound | TRPM1 prom inh | Shn3 inh set2 | HIF-2a block | CF NFkB inh | NR2E3 ag-1 | Peg3 prom inh | NR2E3 ag-2 | TWEAK Fn14 block
Cc1ccc2nc(-c3cccc(SC4CCCCC4)c3)c(NCc3ccccc3)n2c1 | 0 | 82 | -45&-35 | 39 | · | 67* | 15&-3 | 17&8

The list is partial; count on the stated rates, not on these rows.
